STAT1 act: STAT1 signaling activators, primary screen, cell-based, HTS, luciferase reporter. NIH 3T3 STAT1-luciferase reporter, IFN-gamma, luminescence; 100% = IFN-gamma alone, no compound. activation (% of control), % at 5.5 µM. 200,000 tested, 2.6% active. AID 932, 2007;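 active = activation above the screen-wide mean activation plus 3 SD, cut at about 130% in these data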;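 note: raw ratio to IFN-gamma control signal so 100% means no change and 0% no light; values of inactives mirror those of a sister screen read the other way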
G6PDH counter: L. mesenteroides G6PDH inhibitors, counter-screen for G6PDH-coupled screening assays, biochemical, Leuconostoc mesenteroides enzyme; 200,000 tested, 0.12% active; AID 1020, 2008; Purified L. mesenteroides G6PDH, diaphorase/resazurin coupled fluorescence, 45 min; inhibition, % at 5 µM; glucose-6-phosphate dehydrogenase [Leuconostoc mesenteroides]; in the data active = inhibition above about 50%
Diaphorase inh: diaphorase inhibitors and chemical oxidizers, primary screen, counter-screen for diaphorase-coupled primary assays, biochemical, uHTS, resorufin fluorescence; diaphorase resazurin-to-resorufin fluorescence, NADH, 16 min; bacterial (C. kluyveri) enzyme, not human; inhibition, % at 20 µM; 190,000 tested, 0.69% active;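 active = primary screen inhibition at 20 µM above a set limit, cut at about 50% in these data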;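 note: plate controls were DMSO with full reaction for no effect and wells lacking NADH for full effect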
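Assay system – diaphorase enzyme from Clostridium kluyveri · Amount – diaphorase 0.14 U/mL (working solution) · Times – reaction incubation of 16 min at room temperature · Controls – No-NADH positive control and DMSO neutral control · Signal – resorufin fluorescence 544/590 nm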
Diaph act CS: compounds boosting diaphorase resazurin reduction – biochemical, uHTS, resorufin fluorescence, counter-screen for diaphorase-coupled primary assays, primary screen; Diaphorase/resazurin coupled assay, 16 min; active compounds read high; 1 = vehicle wells, 0 = NADH-free wells; activation factor at 20 µM; 190,000 tested, 0.005% active; AID 1229, 2008;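 active = diaphorase activity raised at least twofold by the compound at 20 µM; inactive = activation factor below 2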
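Material: purified diaphorase enzyme from Clostridium kluyveri; Also added: 0.114 mM NADH and 0.1 mM resazurin, final amounts; Doses: single compound dose of 20 µM, 1% DMSO final; Times: 16 min enzyme reaction, ambient temperature; Detection: resorufin fluorescence, excitation 544 nm, emission 590 nm; Measure: increased resorufin signal from activators or reducing compounds.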
Hsp70 activator: Hsp70 transcriptional activators, primary screen, cell-based, HeLa, Hsp70 promoter luciferase, luminescence, 10 µM; activation, % at 10 µM; 200,000 tested, 0.04% active; HeLa Hsp70 promoter luciferase reporter; scaled: vehicle 0, proteasome-inhibitor control 100%;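 active = activation above the mean across all tested compounds plus 3 SD, cutoff set per campaign, cut at about 5.5% in these data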;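 note: 100% = MG132 at 30 µM as the positive control and 0% = DMSO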
STAT3 inh: IL-6 driven STAT3 reporter inhibitors, primary screen, U3A cells, luciferase, luminescence, MLSCN library. IL-6 STAT3-luciferase reporter; host cell line lacks STAT1. inhibition, % at 5.5 µM. 190,000 tested, 0.89% active. AID 862, 2007;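 active = inhibition above the mean inhibition across all screened compounds plus 3 SD, cut at about 44% in these data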;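 note: 0% = DMSO only wells and 100% = 100 µM nifuroxazide control wells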
STAT3 act: IL-6 driven STAT3 reporter potentiators, primary screen, U3A cells, luciferase, luminescence, MLSCN library; IL-6 STAT3-luciferase reporter; 100% = signal with IL-6 EC80 alone; activation (% of control), % at 5.6 µM; 190,000 tested, 0.91% active;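 active = activation above the screen-wide mean of compound activation plus 3 SD, cut at about 130% in these data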;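 note: 0% = background luminescence of wells with medium and substrate only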
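Test system: Human STAT1-deficient U3A cells with stable STAT3-luciferase reporter | Also added: Interleukin-6, 33 ng/mL | Timing: Compound pre-incubation 1 h before IL-6, then 6 h stimulation at 37 °C | Technique: Luciferase reporter luminescence | Read-out: Percent of IL-6-only median luminescence | Benchmarks: IL-6-only wells as 100% reference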
TLR4-MyD88 BLA: inhibitors of TLR4-MyD88 association in cells, primary screen, cell-based, HeLa CL3-4, BLA complementation, FRET ratio; Toll-like receptor 4 (Homo sapiens) + Myeloid differentiation primary response protein …; HeLa CL3-4 TLR4/MyD88 BLA complementation; inhibition, % at 8.4 µM; 200,000 tested, 0.18% active; in the data active = inhibition above about 25%;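 note: 0% = vehicle and 100% = reference inhibitor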
Target sequence (O00206 whole entry, looked up): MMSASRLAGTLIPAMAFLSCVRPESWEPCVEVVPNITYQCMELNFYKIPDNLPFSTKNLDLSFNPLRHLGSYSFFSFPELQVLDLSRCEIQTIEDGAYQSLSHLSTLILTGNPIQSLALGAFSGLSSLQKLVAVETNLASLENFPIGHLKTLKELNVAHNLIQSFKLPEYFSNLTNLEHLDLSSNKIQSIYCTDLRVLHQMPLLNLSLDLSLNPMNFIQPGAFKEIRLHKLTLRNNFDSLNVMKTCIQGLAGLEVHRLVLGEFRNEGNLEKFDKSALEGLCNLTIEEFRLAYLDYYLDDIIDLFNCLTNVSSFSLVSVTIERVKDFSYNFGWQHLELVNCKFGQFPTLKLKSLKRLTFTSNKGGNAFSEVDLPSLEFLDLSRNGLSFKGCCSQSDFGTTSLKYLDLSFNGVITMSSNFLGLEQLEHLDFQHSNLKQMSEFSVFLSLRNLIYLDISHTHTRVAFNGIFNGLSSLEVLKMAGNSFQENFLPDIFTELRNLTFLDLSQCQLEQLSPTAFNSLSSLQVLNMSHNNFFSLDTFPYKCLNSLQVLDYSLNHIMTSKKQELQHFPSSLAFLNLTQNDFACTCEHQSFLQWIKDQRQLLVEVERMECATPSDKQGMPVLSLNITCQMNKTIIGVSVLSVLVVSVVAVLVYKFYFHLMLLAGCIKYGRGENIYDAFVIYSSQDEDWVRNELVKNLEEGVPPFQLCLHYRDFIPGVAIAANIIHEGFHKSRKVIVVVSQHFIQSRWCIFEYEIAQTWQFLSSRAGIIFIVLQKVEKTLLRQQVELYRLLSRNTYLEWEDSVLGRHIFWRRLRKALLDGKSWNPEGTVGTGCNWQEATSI
Target sequence (Q99836 whole entry, looked up): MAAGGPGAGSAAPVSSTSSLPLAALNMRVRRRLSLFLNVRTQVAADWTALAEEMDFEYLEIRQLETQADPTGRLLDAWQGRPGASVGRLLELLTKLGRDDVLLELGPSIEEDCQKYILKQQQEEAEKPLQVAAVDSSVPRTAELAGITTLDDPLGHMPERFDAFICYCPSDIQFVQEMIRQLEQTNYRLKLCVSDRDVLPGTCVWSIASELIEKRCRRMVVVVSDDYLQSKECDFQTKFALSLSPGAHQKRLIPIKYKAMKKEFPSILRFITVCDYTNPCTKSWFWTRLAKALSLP
STAT1 inh: STAT1 signaling inhibitors, primary screen, cell-based, HTS, luciferase reporter; AID 920, 2007; inhibition, % at 5.5 µM; 200,000 tested, 0.35% active; NIH 3T3 STAT1-luciferase reporter, IFN-gamma, luminescence;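 active = inhibition above a set limit, the mean inhibition across all tested compounds plus 3 SD, cut at about 34% in these data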;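 note: 0% = IFN-gamma with DMSO and 100% = IFN-gamma with 300 µM nifuroxazide; values of inactives mirror those of a sister screen read the other way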
APP 5UTR inh: inhibitors of APP translation via 5'UTR reporter, primary screen, APP 5'UTR luciferase, SH-SY5Y cells | 190,000 tested, 0.82% active | SH-SY5Y APP 5'UTR-luciferase reporter, luminescence | AID 1285, 2008 | inhibition, % at 2 µM;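 active = inhibition above a set limit, derived from the sample mean plus 3 SD, cut at about 45% in these data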; note: values of inactives mirror those of a sister screen read the other way
* hit, by the source's call; / = no result given.

The line under a structure holds: STAT1 act	G6PDH counter	Diaphorase inh	Diaph act CS	Hsp70 activator	STAT3 inh	STAT3 act	TLR4-MyD88 BLA	STAT1 inh	APP 5UTR inh
CCCn1c(SCC(=O)N(CC)CC)nnc1-c1ccncc1
 : 102	3	16	0.8	-0.3	9	99	5	-4	-9
COCCNC(=S)N1CCCC(CO)C1 (centres undefined)
 : 108	16	-3	1	-0.1	10	97	-2	-11	-25
Cc1ncoc1C(=O)NCc1ccccc1Cl
 : 97	2	5	1	-0.1	5	99	-2	4	0
Cn1ncc2nnn(-c3ccccc3)c(=O)c21
 : 97	5	7	0.9	-0.4	15	92	-3	3	-11
CCC(Oc1ccccc1)C(=O)N(Cc1ccccc1)c1ccccn1 (centres undefined)
 : 108	8	5	0.9	-0.3	1	102	-1	-8	3
OC1CCCN(c2ncnc3c2nnn3Cc2c(F)cccc2Cl)C1 (centres undefined)
 : 102	9	20	0.8	-0.3	-7	108	-25	-4	-2
Cc1ccc(C2C(C#N)=C(N)SC(N)=C2C#N)cc1
 : 95	15	26	0.7	0.0	-1	103	-8	6	-6
CC(=O)c1cc(CC(=O)N2CCc3c([nH]c4ccccc34)C2c2ccccn2)cs1 (centres undefined)
 : 91	8	/	/	-0.4	3	101	-6	8	-21
CC(=O)NC(c1ccccc1)c1nc2ccccc2[nH]1 (centres undefined)
 : 108	1	15	0.8	0.1	3	99	7	-7	-8
O=C(CSc1nnc2c(n1)[nH]c1ccc(F)cc12)OCc1ccccc1
 : 106	8	-8	1.1	-0.4	-3	105	0	-7	-6
Cc1cc(C)n(-c2ccc(C(=O)OCC(=O)c3ccc(Br)s3)cc2)n1
 : 98	4	26	0.7	-0.6	12	93	-6	2	-2
c1cncc(-c2nnc3n2C2(CCCCC2)Cc2ccccc2-3)c1
 : 95	10	18	0.8	-0.1	7	101	-4	6	8
CCCCC(NC(=O)c1cccc(Br)c1)C(=O)O (centres undefined)
 : 104	6	-16	1.2	-0.2	1	102	-1	-6	4
Cc1[nH]n(-c2ncc(-c3ccccc3)s2)c(=O)c1C(c1ccc(Br)cc1)C(C#N)C#N (centres undefined)
 : 98	4	7	0.9	-0.4	-5	103	4	3	6
CC(C)c1cc(Br)ccc1OCCN1C(=O)NC(C)(C)C1=O
 : 88	13	14	0.9	-0.1	4	102	16	13	1
O=C1C(=O)N(CCCn2ccnc2)C(c2cccnc2)/C1=C(/O)c1ccccc1 (centres undefined)
 : 99	/	/	/	-0.1	8	96	-12	1	2
CCOC(=O)COc1ccc2c(=O)c(-c3ccccc3OC)coc2c1
 : 98	9	19	0.8	-0.2	8	99	16	0	-7
CCCCS/C(N)=N/N=C/c1ccccc1O
 : 109	2	23	0.8	0.0	-14	112	12	-13	/
CCN(CC)N=Nc1ccc(S(=O)(=O)N2CCSC2C(=O)O)cc1 (centres undefined)
 : 103	9	10	0.9	0.2	11	94	-8	-4	2
Cc1cccc(Nc2nc(CC(=O)O)cs2)c1
 : 122	4	0	1	-0.2	8	93	-4	-23	-21
Cc1ccc(-c2cc3nc(-c4ccccc4)cc(N)n3n2)cc1
 : 123	9	-4	1	0.2	12	97	1	-31	-30
COc1ccc(NC(=S)NC(NC(C)=O)C(Cl)(Cl)Cl)c([N+](=O)[O-])c1 (centres undefined)
 : 93	-4	4	1	-0.2	2	98	11	7	-24
Cc1ccsc1/C=N/NC(=O)CNC(=O)c1ccc(S(=O)(=O)N2CCOCC2)cc1
 : 92	6	14	0.9	0.0	0	101	-4	7	3
COc1ccc(NC(=O)OCC(C)C)cc1OC
 : 111	-2	10	0.9	0.1	-1	101	-8	-12	-12
COCc1[nH][nH]c(=O)c1C=NCC(=O)OC
 : 97	4	12	0.9	-0.2	23	85	-1	2	-6
Cc1cccc(NC(=O)CC2C(=O)NCCN2C(=S)Nc2ccccc2)c1 (centres undefined)
 : 94	2	2	1	-0.1	11	95	1	7	1
CC1CCCN(CCC(=O)Nc2ccc(Br)cc2)C1 (centres undefined)
 : 99	-2	6	0.9	-0.3	8	95	-3	1	-1
CCN1CCN(S(=O)(=O)c2ccc(S(=O)(=O)NCC3CCCO3)cc2)CC1 (centres undefined)
 : 98	8	9	0.9	0.0	7	98	-4	2	0
O=C(/C=C(\O)c1ccc(Cl)cc1)C(=O)NNC(=O)C(O)(c1ccccc1)c1ccccc1
 : 96	8	8	0.9	-0.1	0	103	-11	4	-5
O=C(C1=C(O)C(=O)N(CCc2ccccc2)C1c1ccncc1)c1cc2ccccc2o1 (centres undefined)
 : 107	23	16	0.8	-0.3	-13	113	7	-8	-5
COc1ccc(CCNC(=O)c2c[nH]c3ccccc3c2=O)cc1OC
 : 98	8	-6	1.1	-0.2	11	94	5	0	10
COCCNc1nc2nonc2nc1N(C)Cc1ccc(C)cc1
 : 97	11	28	0.7	-0.1	-5	116	-14	2	-13
COC(=O)c1ccc(CSc2nnc(C)s2)cc1
 : 126	10	5	0.9	0.1	-4	107	0	-29	-20
CC12CN3CC(C)(CN(C1)C3c1ccc(Br)cc1O)C2 (centres undefined)
 : 92	-1	20	0.8	-0.3	7	100	0	9	-11
COc1ccc(C(=O)NCCCN2CCOCC2)cc1S(=O)(=O)N1CCCc2ccccc21
 : 91	5	17	0.8	-0.1	-15	115	-15	9	-6
COC(=O)Nc1ncc(CN2C(=O)c3ccccc3C2=O)s1
 : 100	-4	10	0.9	-0.3	3	100	-5	0	-6
COC(=O)c1cc(CSc2nc3ccccc3[nH]2)oc1C
 : 108	-1	18	0.8	-0.1	5	95	4	-9	/
O=C1CSC(c2ccco2)N1 (centres undefined)
 : 97	4	17	0.8	-0.4	7	100	9	4	8
Cc1ccccc1N1CCN(C(=O)c2ccccc2NC(=O)C2CC=CCC2C(=O)O)CC1 (centres undefined)
 : 96	9	5	1	-0.1	-2	100	-4	4	-19
CC1(C)COC(/C=C/c2ccc([N+](=O)[O-])cc2)=N1
 : 110	2	7	0.9	0.6	16	90	-2	-11	-52
COCCNC(=O)c1cc2oc3ccccc3c2n1C
 : 126	4	17	0.8	-0.2	9	97	-18	-29	-55
COc1ccc(-c2nc(NC(=O)c3n[nH]c(=O)c4ccccc34)sc2C)cc1
 : 106	-1	18	0.8	-0.1	0	100	0	-6	16
COc1cc2c(=O)n(Cc3ccco3)c(=O)n(CC(=O)c3cccc(Br)c3)c2cc1OC
 : 94	9	1	1	0.1	5	99	5	7	-2
CCOC(=O)NC1CCS(=O)(=O)C1 (centres undefined)
 : 102	3	14	0.9	-0.4	-14	116	7	-2	-39
CC(=O)Nc1cccc(NC(=O)c2ccco2)c1
 : 103	5	15	0.8	0.1	5	101	9	-2	-8
O=C(N/N=C/c1ccccc1)c1ccc(OCc2ccccc2)cc1
 : 98	-2	1	1	-0.4	6	100	-8	0	-7
CC1(C)Cc2c(sc3ncnc(N)c23)CO1
 : 104	-3	12	0.9	-0.2	-4	107	8	-5	2
CCN(CC)CCN1C(=O)C(=O)/C(=C(/O)c2ccncc2)C1c1ccccc1F (centres undefined)
 : 103	2	16	0.8	-0.5	0	103	5	-4	-6
Cc1cc(-c2nc3cccnc3s2)ccc1NS(=O)(=O)c1cccs1
 : 146*	13	9	0.9	0.0	/	/	-8	-52	-75
Cc1ccnc(NS(=O)(=O)c2ccc(NC(=O)c3ccc(Br)o3)cc2)n1
 : 104	6	7	0.9	-0.2	4	98	0	-6	-8
CC(C)=C(NC(=O)c1ccco1)C(=O)NCCc1nc2ccccc2[nH]1
 : 104	-2	0	1	-0.2	2	101	16	-4	-7
Cc1ccc(OCc2nnc(SCc3cc(=O)[nH]c4ccccc34)o2)cc1
 : 98	5	24	0.8	-0.5	4	101	-1	2	2
C=CCn1c(=O)/c(=C2/Sc3ccccc3N2CC)s/c1=C1/C(=O)NN=C1C
 : 107	2	/	/	-0.2	18	87	-4	-7	14
COC(=O)C1=C(N)Oc2cc(C)n(Cc3cccnc3)c(=O)c2C1c1ccc(OC)c(OC)c1 (centres undefined)
 : 101	-2	8	0.9	-0.4	2	107	8	-1	11
Cc1ccccc1-n1c(C)nnc1SCC(=O)NC1CCCc2ccccc21 (centres undefined)
 : 91	-9	12	0.9	-0.3	-9	103	-9	10	-8
CCN(C(=O)c1coc(=O)c(Br)c1)c1ccc2c(c1)OCO2
 : 117	27	66*	0.3	0.1	6	99	1	-18	6
Cc1nn(-c2cc(N3CCCCC3)ccc2[N+](=O)[O-])c(=O)c2ccccc12
 : 98	7	8	0.9	-0.1	10	94	18	-2	19
Cc1cc(Nc2ccccc2N2CCOCC2)n2ncnc2n1
 : 103	15	2	1	-0.5	7	94	-2	-4	3
COCCNC(=O)/C(C#N)=C/c1cccc(NC(=O)c2ccccc2Cl)c1
 : 100	-1	9	0.9	-0.4	-10	105	-4	0	-19
COC(=O)c1cn(C)c2ccc(S(=O)(=O)N3CCCC3)cc2c1=O
 : 108	/	/	/	-0.4	-2	105	-8	-9	-6

Next entries.
The line under a structure holds: STAT1 act	G6PDH counter	Diaphorase inh	Diaph act CS	Hsp70 activator	STAT3 inh	STAT3 act	TLR4-MyD88 BLA	STAT1 inh	APP 5UTR inh
COCCCNC(=O)c1ccc(N(C)S(=O)(=O)c2ccc(OC)cc2)cc1
 : 104	-10	6	0.9	-0.1	2	103	-5	-5	2
COc1ccc(OC)c(-n2c(=O)c3ccccc3c3ccccc3c2=O)c1
 : 90	17	19	0.8	-0.2	4	100	7	11	0
N=c1oc2ccccc2cc1-c1nc(-c2ccc(Cl)cc2)cs1
 : 99	-65	13	0.9	-0.4	-8	110	-1	1	0
O=C(N/N=C/C=C/c1ccccc1)NC1CCCCC1
 : 116	2	12	0.9	-0.1	6	101	14	-19	0

Compound activity deposited in PubChem BioAssay by several laboratories.

This is a random part of the collection; 6.1% or so of the library scored in one or more.
